Compound activity as filed in PubChem BioAssay.
Wee1 degr inh: Wee1 degradation inhibitors, primary screen, cell-based, HeLa, Wee1K328M-luciferase, luminescence | Wee1-like protein kinase (Homo sapiens), P30291 | HeLa Luc-Wee1K328M stability; 100% = proteasome inhibitor MG132 effect | reporter increase, % at 5 µM | actives 1.2% (n = 220,000) | AID 1321, 2008;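 active means activation above the mean of all tested compounds plus 3 SD, set per screening run, cut at about 8.8% in these data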;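 further: cells exposed to compound for 20 h before luminescence read; 0% = DMSO alone and 100% = MG132 at 30 µM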
Target sequence (P30291 whole entry K328M): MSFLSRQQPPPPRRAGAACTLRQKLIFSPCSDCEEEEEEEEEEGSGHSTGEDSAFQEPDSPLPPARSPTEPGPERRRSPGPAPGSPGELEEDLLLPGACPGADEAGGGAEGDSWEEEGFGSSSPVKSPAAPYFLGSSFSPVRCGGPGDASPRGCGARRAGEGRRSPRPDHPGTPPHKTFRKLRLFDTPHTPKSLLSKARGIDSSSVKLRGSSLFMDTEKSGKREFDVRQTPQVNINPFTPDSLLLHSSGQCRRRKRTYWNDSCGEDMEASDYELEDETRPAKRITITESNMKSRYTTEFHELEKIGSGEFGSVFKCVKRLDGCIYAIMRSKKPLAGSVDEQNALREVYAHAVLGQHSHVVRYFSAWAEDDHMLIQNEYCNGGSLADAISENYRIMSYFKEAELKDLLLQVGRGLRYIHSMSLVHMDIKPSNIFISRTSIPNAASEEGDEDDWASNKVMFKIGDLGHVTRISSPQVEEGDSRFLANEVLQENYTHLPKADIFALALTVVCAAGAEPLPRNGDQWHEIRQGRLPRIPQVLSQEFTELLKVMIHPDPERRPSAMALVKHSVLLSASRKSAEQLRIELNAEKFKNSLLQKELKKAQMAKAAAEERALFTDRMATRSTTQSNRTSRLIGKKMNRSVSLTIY
Rad51 HR inh: human RAD51 strand exchange inhibitors, primary screen, biochemical, fluorescence; DNA repair protein RAD51 homolog 1 (Homo sapiens), Q06609; hRad51 DNA strand exchange, fluorescence dequenching; inhibition, % at 10 µM; actives 0.085% (n = 200,000);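 active means inhibition above 40% at the single screening dose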;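 further: 0% = DMSO control wells and 100% = blanks with heterologous ssDNA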
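Test system – preformed human Rad51 ssDNA filaments · Reagent – Donor/quencher-labelled 47-bp dsDNA substrate · Incubation – 37 °C 15-min filament assembly, 30-min compound preincubation, 15-min exchange · Signal – FRET fluorescence dequenching, excitation 485 nm, emission 520 nm · Read-out – percent inhibition from fluorescence, normalised to plate control and blank means · Benchmarks – plate control and blank wells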
14-3-3 Bad PPI: inhibitors of 14-3-3 zeta/Bad binding, primary screen, biochemical, TR-FRET, bovine 14-3-3 zeta. 14-3-3 protein zeta/delta (Bos taurus), P63103. TR-FRET 14-3-3zeta/Dy647-pBad peptide displacement, 1 h. actives 0.71% (n = 220,000). inhibition, % at 21.7 µM. AID 781, 2007;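 active means inhibition above about 70%, limit read from the data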;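 further: 0% = full 14-3-3 plus peptide FRET controls and 100% = background without 14-3-3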
Target sequence (P63103 whole entry, looked up): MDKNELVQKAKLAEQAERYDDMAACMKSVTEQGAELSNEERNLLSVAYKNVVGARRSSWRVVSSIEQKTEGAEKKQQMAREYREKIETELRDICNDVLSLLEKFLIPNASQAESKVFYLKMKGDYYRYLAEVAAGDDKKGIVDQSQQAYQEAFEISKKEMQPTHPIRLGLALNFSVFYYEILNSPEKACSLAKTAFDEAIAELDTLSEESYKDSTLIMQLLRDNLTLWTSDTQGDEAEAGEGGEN
KLK5 inh: human KLK5 protease inhibitors, primary screen, biochemical, 1536-well | Kallikrein-5 (Homo sapiens), Q9Y337 | recombinant hK5, fluorogenic AMC substrate cleavage | inhibition, % at 5 µM | actives 0.59% (n = 210,000);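 active means inhibition of 40% or more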;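 further: 0% = enzyme controls without compound and 100% = no-enzyme blanks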
FXIa inh: human FXIa protease inhibitors, primary screen, biochemical, 1536-well | actives 0.14% (n = 220,000) | Coagulation factor XI (Homo sapiens), P03951 | inhibition, % at 5 µM | purified FXIa, Boc-Glu-Ala-Arg-AMC fluorogenic substrate | AID 798, 2007;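 active means inhibition of at least 40%; inactive means inhibition below 40%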;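 further: fluorescence of freed AMC excited at 355 nm; 0% = enzyme without compound and 100% = no enzyme blank; many of its hits are not listed in these tables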
MDM2 E3 inh: MDM2-luciferase reporter signal enhancers, primary screen, MDM2 E3 ligase inhibitor project, cell-based, luminescence, 1536-well; AID 1230, 2008; E3 ubiquitin-protein ligase Mdm2 (Homo sapiens), Q00987; actives 0.11% (n = 210,000); cell-based MDM2 ubiquitination luciferase reporter, 2 h; 0 = plate control, 100 = twice control, blank-subtracted; signal enhancement, % at 5 µM;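 active means signal enhancement of 30% or more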;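 further: luminescence tracks abundance of the self-degrading MDM2-luciferase fusion protein; higher signal means inhibition of MDM2 E3 ligase activity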
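Test system: stable mammalian line carrying autodegrading MDM2–luciferase fusion reporter; quantity: 2000 cells in each well; times: 4 h cell settling then 2 h compound exposure, 37 °C; detection: luminescence with SteadyLite reagent, 15 min at room temperature; evaluation: percent signal gain over controls, blank-subtracted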
FXIIa inh 1536: human FXIIa protease inhibitors, primary screen, biochemical, 1536-well; AID 800, 2007; inhibition, % at 5 µM; actives 0.3% (n = 220,000); purified FXIIa, Boc-QGR-AMC fluorogenic substrate, 2 h; in the data active means inhibition above about 40%;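 further: 0% = enzyme with no compound and 100% = blank without enzyme; many of its hits are not listed in these tables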
eIF4E 4G PPI: eIF4E–eIF4G protein interaction inhibitors, primary screen, biochemical, uHTS, TR-FRET, eIF4GI fragment. Eukaryotic translation initiation factor 4E (Mus musculus) + Eukaryotic translation …. TR-FRET eIF4E-eIF4GI(517-606) binding, 2 h. inhibition, % at 21.7 µM. actives 0.37% (n = 220,000). AID 782, 2007;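 active means inhibition above about 30%, limit read from the data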;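 further: 0% = full FRET control wells and 100% = background wells lacking eIF4GI fragment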
p97 inhibitor: inhibitors of human p97 ATPase, primary screen, biochemical | inhibition, % at 8 µM | Transitional endoplasmic reticulum ATPase (Homo sapiens), P55072 | recombinant p97 ATPase, Kinase-Glo ATP luminescence, 3 h | actives 0.42% (n = 220,000); in the data active means inhibition above about 15%;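 further: 0% = DMSO vehicle and 100% = wells lacking enzyme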
* marks the source's active call; other numbers are inactive results; · = not tested or not shown; [ ] = another dose, or the depositor's remark.

molecule	Wee1 degr inh	Rad51 HR inh	14-3-3 Bad PPI	KLK5 inh	FXIa inh	MDM2 E3 inh	FXIIa inh 1536	eIF4E 4G PPI	p97 inhibitor
O=C(c1cccc(Cl)c1)N1CCCC(c2ccc(Cl)cc2)=N1	1	1	-4	-3	-4	-40	7	3	-2
Cc1ccccc1Nc1nc2ccccc2s1	5	-4	1	-7	0	-8	15	2	-2
Cc1ccc(NC(=O)CSCC(N)=O)cc1C	-2	-10	2	42*	9	-18	42*	1	3
O=C(COc1ccc(Cl)cc1)Nc1ccc2c(c1)CCC2	-3	1	-7	1	6	-12	3	1	-2
Cc1cc(C)n(CC(O)COc2ccccc2)n1 (stereo not drawn)	2	-4	3	-7	1	-23	5	1	-4
O=C(COC(=O)CCC(=O)c1ccc(Cl)cc1)NC1CC1	-1	1	11	6	-1	-17	5	5	-8
CN(CCO)c1cc(N2CCCCC2)c2nonc2c1[N+](=O)[O-]	0	4	-12	0	4	-3	9	-5	1
Cc1cc(/C=N/NC(=O)Cn2c3ccccc3c(=O)c3ccccc32)c(C)n1-c1ccc(Cl)cc1	1	·	-8	-12	-6	19	4	3	0
CCCc1cc(=O)oc2cc(C)cc(O)c12	2	-2	·	1	-1	-2	6	·	1
O=[N+]([O-])c1cc([N+](=O)[O-])c2cccnc2c1Oc1ccccc1O	0	6	22	-1	-5	-11	4	9	-4
COc1cccc(CNC2CCCC2)c1	0	10	15	-8	5	-25	16	2	5
Cc1cc2nc(CCN(C(=S)NCC(C)C)C3CCCC3)[nH]c2cc1C	-1	·	-10	4	3	-15	14	0	-4

molecule	Wee1 degr inh	Rad51 HR inh	14-3-3 Bad PPI	KLK5 inh	FXIa inh	MDM2 E3 inh	FXIIa inh 1536	eIF4E 4G PPI	p97 inhibitor
O=C(Cn1ccc([N+](=O)[O-])n1)N1CCCCC1	2	·	3	·	-3	·	-1	3	5
CC(=O)NC1(C(F)(F)F)NC(=O)N(C2CCCCC2)C1=O (stereo not drawn)	-2	3	12	1	-2	-8	11	-1	2
Cn1c(/C(C#N)=C/c2ccc(-c3ccc(S(N)(=O)=O)cc3)o2)nc2ccccc21	1	-184	-8	-13	6	-12	9	-4	13
O=c1c(Cl)c(NCc2ccco2)cnn1C12CC3CC(CC(C3)C1)C2	3	15	-1	-12	-4	-19	2	1	-3
CCn1cc(C(=O)O)c(=O)c2cc(F)c(N3CCN(S(=O)(=O)c4ccc(NC(=O)OC)cc4)CC3)cc21	0	2	9	-8	2	-6	9	-2	5
CCOC(=O)c1cc(CN2CCOCC2)oc1-c1ccccc1	3	-5	26	-7	-1	3	18	-11	2
CN(C)c1ccc(NC(=O)COC(=O)c2cc(=O)c3ccccc3o2)cc1	2	-21	1	-9	8	-1	11	3	6
O=c1c(Cc2c(F)cccc2Cl)c(O)ccn1CC1CCCO1 (stereo not drawn)	12*	28	-18	-8	-3	-7	5	-1	2
O=C(CCc1nc2ccccc2[nH]c1=O)N/N=C/c1ccccc1	2	10	-22	3	1	-9	9	2	0
O=C(O)c1ccc(N/N=C/C(Br)=C/c2ccccc2)cc1	2	8	2	2	2	-46	6	1	15*
COCc1cc(=O)n2[nH]c(-c3cccs3)cc2n1	-4	-14	5	-10	-2	-10	3	0	1
CCC(Sc1ncccc1C(=O)OC(C)C)C(=O)NCc1ccco1 (stereo not drawn)	1	-3	-4	-5	25	-18	16	-10	-6

molecule	Wee1 degr inh	Rad51 HR inh	14-3-3 Bad PPI	KLK5 inh	FXIa inh	MDM2 E3 inh	FXIIa inh 1536	eIF4E 4G PPI	p97 inhibitor
C=CCNC(=O)CC(=O)N/N=C/c1cccs1	-1	7	-20	2	-1	-5	9	2	3
CC1CCCCC1NC(=O)COC(=O)C12CC3CC(CC(Cl)(C3)C1)C2 (stereo not drawn)	0	23	-7	-14	-8	-5	-2	2	1
Cc1ccc(-c2nc(N)sc2CC(=O)OCC(=O)NC2CCCC(C)C2C)cc1 (stereo not drawn)	-2	1	-7[fluorescence artefact?]	-7	8	-10	10	4	-1
CC1CCCCN1C(=O)CSc1nnc(-c2ccc(Cl)s2)o1 (stereo not drawn)	6	1	7[fluorescence artefact?]	13	3	-17	9	-5	-1
COc1ccccc1CN(Cc1cc2cc(C)ccc2[nH]c1=O)Cc1nnnn1Cc1ccco1	-5	0	-6	-2	-4	-5	5	-1	-3
C=CCN(CC(=O)NCc1ccc(F)cc1)C(=O)c1csnn1	-3	6	1	0	-1	-4	8	7	4
O=C(NC(=S)N1CCN(C/C=C/c2ccccc2)CC1)c1ccco1	9.6*	3	-10	-1	2	-8	7	-2	6
O=C1CCC(=O)N1c1ccc(NCc2ccccc2Cl)c([N+](=O)[O-])c1	0	5	4	-12	-2	8	-2	3	9
O=C(c1ccco1)N1CCN(C2CCCC2)CC1	-2	·	63[fluorescence artefact?]	-5	5	-15	9	-1[fluorescence artefact?]	0
Cc1ccc(S(=O)(=O)N(CC(=O)N2CCC(C)CC2)c2ccccc2)cc1	0	26	-10	-6	-4	5	6	-3	1
Nc1nc(NCc2ccco2)nc(N2CCN(Cc3ccccc3)CC2)c1[N+](=O)[O-]	-1	4	1	3	4	-9	9	-5	4
CCn1c(SCC(=O)Nc2cccc(NC(=O)c3cccs3)c2)nnc1-c1ccncc1	0	8	0[fluorescence artefact?]	-3	-14	-17	-4	5	1

Complete entries from above.
C=CCNC(=O)CC(=O)N/N=C/c1cccs1 across the screens: Wee1 degr inh = -1; Rad51 HR inh = 7; 14-3-3 Bad PPI = -20; KLK5 inh = 2; FXIa inh = -1; MDM2 E3 inh = -5; FXIIa inh 1536 = 9; eIF4E 4G PPI = 2; p97 inhibitor = 3
Cc1ccc(-c2nc(N)sc2CC(=O)OCC(=O)NC2CCCC(C)C2C)cc1 (stereo not drawn) across the screens: Wee1 degr inh = -2; Rad51 HR inh = 1; 14-3-3 Bad PPI = -7[fluorescence artefact?]; KLK5 inh = -7; FXIa inh = 8; MDM2 E3 inh = -10; FXIIa inh 1536 = 10; eIF4E 4G PPI = 4; p97 inhibitor = -1
O=C(NC(=S)N1CCN(C/C=C/c2ccccc2)CC1)c1ccco1 across the screens: Wee1 degr inh = 9.6*; Rad51 HR inh = 3; 14-3-3 Bad PPI = -10; KLK5 inh = -1; FXIa inh = 2; MDM2 E3 inh = -8; FXIIa inh 1536 = 7; eIF4E 4G PPI = -2; p97 inhibitor = 6

Following part
molecule	Wee1 degr inh	Rad51 HR inh	14-3-3 Bad PPI	KLK5 inh	FXIa inh	MDM2 E3 inh	FXIIa inh 1536	eIF4E 4G PPI	p97 inhibitor
CCCCNC(=O)c1c[nH]c2ccc(S(=O)(=O)N3CCOCC3)cc2c1=O	-2	0	13	-1	-5	4	4	8	5
O=C(Nc1nc2c(Cl)ccc(Cl)c2s1)c1ccco1	8	1	6[fluorescence artefact?]	-25	-6	-4	6	-5	-4
CC1CCCC(CC(=O)O)(CC(=O)O)C1 (stereo not drawn)	0	-1	-3	3	11	-10	6	3	-1
Cc1cccc(C)c1N1C(=O)c2ccccc2C1=O	-2	12	-8	3	-2	-11	2	0	2
CC1CCN(C2=NC(=O)/C(=C/c3cn[nH]c3-c3ccccc3)S2)CC1	1	12	-1	2	0	-3	5	-4	3
CCOCCOc1cccc(C(=O)NC(c2ccccc2)C(C)C)c1 (stereo not drawn)	-2	15	-1	-7	-1	-20	1	1	2
CC(=O)Nc1cccc(OCc2c(F)cccc2Cl)c1	6	·	2	22	3	-8	8	2	0
COc1ccc2c(c1)SCC(=O)N2C	-1	-5	11	-9	4	·	10	-1[fluorescence artefact?]	0
CC1CCCCC1NC(=O)c1ccc(CNc2c(N3CCCC3)c(=O)c2=O)cc1 (stereo not drawn)	-3	1	0	0	-2	-13	9	8	-3
CN(C)c1ccc(/C=N/NC(=O)C2CC2c2ccccc2)cc1 (stereo not drawn)	-1	-1	-11	4	-3	-6	4	4	0
O=C(CSc1nc2cc(Cl)ccc2s1)NC(=O)NCc1ccco1	0	8	2	-31	9	-47	19	-3	4
Cc1ccc(C(=O)Cn2nc(C(=O)O)c3ccccc3c2=O)cc1C	0	4	1	-4	4	1	8	0	5
O=C(NN(C(=O)c1ccccc1)c1ccccc1)c1ccccc1	2	11	-6	-1	3	-10	9	-3	1

Ordered by formula weight (largest number first): some entries from above.
molecule	Wee1 degr inh	Rad51 HR inh	14-3-3 Bad PPI	KLK5 inh	FXIa inh	MDM2 E3 inh	FXIIa inh 1536	eIF4E 4G PPI	p97 inhibitor
O=C(NN(C(=O)c1ccccc1)c1ccccc1)c1ccccc1	2	11	-6	-1	3	-10	9	-3	1
Cc1cccc(C)c1N1C(=O)c2ccccc2C1=O	-2	12	-8	3	-2	-11	2	0	2
CC1CCCC(CC(=O)O)(CC(=O)O)C1 (stereo not drawn)	0	-1	-3	3	11	-10	6	3	-1
